# SENP8 block-1: SENP8 protease inhibitors, primary screen, biochemical, luminescence | AID 2540, 2010 | hit rate 1.2% among 330,000 | inhibition, % at 10 µM | purified SENP8, Z-RLRGG-aminoluciferin cleavage | Sentrin-specific protease 8 (Homo sapiens), Q96LD8; in the data active means inhibition above about 50%
# Target sequence (Q96LD8 whole entry, looked up): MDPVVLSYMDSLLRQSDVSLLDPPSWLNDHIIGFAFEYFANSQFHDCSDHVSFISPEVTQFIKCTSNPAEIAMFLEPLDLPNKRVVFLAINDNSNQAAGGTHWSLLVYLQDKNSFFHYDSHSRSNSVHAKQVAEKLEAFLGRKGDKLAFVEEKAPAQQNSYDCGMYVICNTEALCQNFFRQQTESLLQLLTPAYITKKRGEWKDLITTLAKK
# beta cell repl: inducers of MIN6 beta-cell proliferation, primary screen, ATP luminescence, uHTS; MIN6 cells proliferation, ATPlite luminescence, 48 h; cells starved in 0.2% serum; 100% = growth in 10% serum; proliferation, % at 10 µM; hit rate 0.29% among 330,000;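 active means compounds whose signal lies at least 3.5 SD above the mean of all wells on their plate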;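 further: 0% = DMSO-treated cells in low-serum medium and 100% = 10% serum control; some compounds called inactive have numbers as strong as hits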
# PfGluPho inh: PfG6PD enzyme inhibitors, primary screen, biochemical, fluorescence intensity, uHTS; glucose-6-phosphate dehydrogenase-6-phosphogluconolactonase (Plasmodium falciparum 3D7); inhibition, % at 20 µM; hit rate 0.78% among 350,000; PfGluPho enzyme, NADPH resazurin-diaphorase fluorescence; AID 504690, 2011;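 active means inhibition reaching at least a set limit at 20 µM in the primary screen, cut at about 59% in these data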;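 further: 0% = DMSO wells with substrate and 100% = DMSO wells lacking glucose-6-phosphate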
# HKDC1 inhibitor: HKDC1 hexokinase inhibitors, primary screen, biochemical, fluorescence, uHTS; Q2TB90; recombinant HKDC1, G6PDH/diaphorase resazurin coupled fluorescence; inhibition, % at 20 µM; hit rate 0.16% among 340,000; AID 493160, 2011;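 active means inhibition above about 35% when tested at 20 µM, limit read from the data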;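 further: plate controls were DMSO wells with enzyme for no effect and DMSO wells lacking enzyme for full effect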
#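 Assay system: in-house recombinant HK5 (HKDC1) enzyme. Input: HKDC1 at 5 µg/mL. Medium: Tris pH 8.0 buffer with MgCl2, Tween-20, BSA, BME. Dosing: single 20 µM dose. Schedule: 90 min reaction incubation at room temperature, dark. Signal: resazurin-to-resorufin fluorescence via G6PDH and diaphorase coupling, 525/613 nm. Controls: DMSO-enzyme wells negative, buffer-substituted wells positive.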
# SENP8 block-2: human SENP8 protease inhibitors, primary screen, biochemical, fluorescence, Nedd8 protein substrate, uHTS | Sentrin-specific protease 8 (Homo sapiens), Q96LD8 | recombinant SENP8 | inhibition, % at 20 µM | hit rate 0.64% among 360,000 | AID 602440, 2012; in the data active means inhibition mostly above about 40%, no sharp cut-off; inactive means mostly below about 27%
# SENP7 inh: SENP7 protease inhibitors, primary screen, biochemical, luminescence, uHTS; recombinant SENP7, Z-RLRGG-aminoluciferin luminescence, 40 min; inhibition, % at 5 µM; hit rate 1.5% among 330,000;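 active means inhibition above about 50% at the single test dose, limit read from the data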;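 further: plate controls were DMSO with enzyme for no effect and no enzyme buffer wells for full effect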
# Target sequence (Q9BQF6 706-1050 limits assumed): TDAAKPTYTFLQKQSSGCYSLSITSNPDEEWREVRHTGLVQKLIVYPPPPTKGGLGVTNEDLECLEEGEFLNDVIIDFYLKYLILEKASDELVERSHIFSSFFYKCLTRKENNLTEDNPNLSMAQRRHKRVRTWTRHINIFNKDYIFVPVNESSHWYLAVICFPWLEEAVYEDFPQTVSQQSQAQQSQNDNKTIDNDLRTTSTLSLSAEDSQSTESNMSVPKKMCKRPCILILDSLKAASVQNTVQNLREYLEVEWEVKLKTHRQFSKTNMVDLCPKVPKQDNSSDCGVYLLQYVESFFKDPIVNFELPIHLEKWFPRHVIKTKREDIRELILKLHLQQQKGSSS
# SENP1 FRET inh: human SENP1 catalytic domain inhibitors, primary screen, biochemical, FRET, uHTS | hit rate 0.21% among 360,000 | recombinant SENP1 catalytic domain, CyPet-SUMO1-YPet FRET cleavage | inhibition, % at 10 µM | Sentrin-specific protease 1 (Homo sapiens), Q9P0U3;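 active means inhibition at least 30% at 10 µM, raw YFP signal under a set limit, fluorescence ratio 0.5 to 1.5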;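 further: 0% = enzyme with DMSO and 100% = no enzyme wells; some results filed as inactive read as strong as hits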
#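 material = recombinant human SENP1 catalytic domain, His6-tagged | quantity = 20 pM enzyme | reagent = 25 nM SUMO1 FRET substrate | compound dosing = 10 µM single point, 0.5% DMSO | timing = 50 min enzyme reaction, room temperature, light-protected | detection = FRET, CFP and YFP emission | control set = no-enzyme low, enzyme-DMSO high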
# UBC13 inh: UBC13 polyubiquitin chain formation inhibitors, primary screen, biochemical, TR-FRET, uHTS; inhibition, % at 20 µM; Ubiquitin-conjugating enzyme E2 N (Homo sapiens), P61088; AID 485273, 2010; hit rate 0.47% among 330,000; in the data active means inhibition above about 45%, passing the limit was not always enough
# SENP6 inh: SENP6 protease inhibitors, primary screen, biochemical, luminescence, uHTS. inhibition, % at 10 µM. Recombinant SENP6 catalytic domain, aminoluciferin luminescence. AID 2599, 2010. Sentrin-specific protease 6 (Homo sapiens), Q9GZR1. hit rate 1.8% among 330,000;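 active means inhibition above about 50% at the single tested dose, limit read from the data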;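 further: plate controls were DMSO wells with enzyme for no effect and DMSO wells lacking enzyme for full effect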
# Target sequence (Q9GZR1 628-1112 limits assumed): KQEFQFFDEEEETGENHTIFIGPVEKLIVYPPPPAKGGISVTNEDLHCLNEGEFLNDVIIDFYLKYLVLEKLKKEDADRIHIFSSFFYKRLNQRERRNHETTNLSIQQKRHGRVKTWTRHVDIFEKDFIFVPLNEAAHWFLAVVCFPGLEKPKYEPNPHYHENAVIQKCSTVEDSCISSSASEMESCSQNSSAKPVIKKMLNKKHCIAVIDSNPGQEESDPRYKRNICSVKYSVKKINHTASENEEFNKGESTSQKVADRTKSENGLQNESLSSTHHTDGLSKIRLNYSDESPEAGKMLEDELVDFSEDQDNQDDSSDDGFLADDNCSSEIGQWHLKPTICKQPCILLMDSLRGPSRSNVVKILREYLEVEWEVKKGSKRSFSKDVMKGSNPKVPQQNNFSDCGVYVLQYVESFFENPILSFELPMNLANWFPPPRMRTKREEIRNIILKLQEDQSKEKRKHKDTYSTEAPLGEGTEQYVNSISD
# The depositor's hits bear a star.
SMILES,SENP8 block-1,beta cell repl,PfGluPho inh,HKDC1 inhibitor,SENP8 block-2,SENP7 inh,SENP1 FRET inh,UBC13 inh,SENP6 inh
CCOc1ccc(CCNC(=O)CN2C(=O)NC3(CCCCC3)C2=O)cc1OCC,2.4,-4.3,-2.8,-1.4,18.6,-2.5,0.4,-1.1,-10.4
O=C1CCC([N+](=O)[O-])C(c2ccccc2Br)N1 (stereo not given),2.8,0.5,3.5,-9.4,6.8,4.9,0.7,-7.3,10.5
CS(=O)(=O)c1ccccc1COC(=O)Nc1ccc(Cl)cc1,-1.9,0.8,7.4,16.4,17.2,4.0,1.1,7.3,-8.8
O=C(CSc1nc2ccc([N+](=O)[O-])cc2s1)NC1CCS(=O)(=O)C1 (stereo not given),-10.1,-3.0,1.0,5.4,14.7,-8.9,1.9,-19.3,0.1
Nc1nonc1-c1noc(CCCCCN2C(=O)c3ccccc3C2=O)n1,1.6,-2.2,-0.2,0.1,17.8,-7.2,2.9,12.1,-1.1
O=C(COC(=O)c1ccc(Br)o1)Nc1ccc2c(c1)OCCO2,-1.8,-0.9,-10.3,1.1,4.4,6.1,-0.1,20.1,2.0
O=S(=O)(c1ccc(Cl)cc1)c1nc(-c2ccco2)oc1N1CCCCC1,-3.2,-2.6,-15.2,4.1,-7.3,5.1,-0.1,-1.1,-3.8
Cn1c(C(=O)NN)cc2cc(OCc3ccccc3)ccc21,-18.5,-2.2,1.1,-3.2,-212.8,-0.2,-2.5,1.5,-14.9
COc1ccccc1NC(=O)COC(=O)CNC(=O)C1CCCCC1,8.0,-4.3,3.1,-6.4,0.5,4.4,1.2,5.7,-6.0
O=C(/C=C/c1ccccc1)Nc1ccc(S(=O)(=O)N2CCOCC2)cc1,-2.0,-0.5,3.5,7.5,2.1,-2.5,1.5,1.3,-4.8
COC(=O)c1sc2ccccc2c1NC(=O)c1coc2ccccc2c1=O,-4.8,-1.9,2.2,-6.7,-30.1,8.5,0.7,1.4,1.6
Cc1ccc(NC(=O)CCNC(=O)c2ccc(Br)cc2)cc1S(=O)(=O)N1CCOCC1,-10.1,-4.3,-4.8,2.8,15.7,9.5,0.1,-3.4,-17.9
O=C(O)C1CCC(=O)N1C(=O)OCc1ccccc1 (stereo not given),5.5,1.8,-21.8,-2.6,5.6,7.8,3.1,-2.2,-20.7
COc1ccc(CCC(=O)NC(C)C2CCCO2)cc1 (stereo not given),-7.5,0.4,-10.1,3.7,2.7,6.0,-1.9,-3.2,-1.9
COc1cccc(OC(=O)N2CCOCC2)c1,-1.2,-1.5,-11.5,-11.5,6.8,0.0,0.4,3.9,-22.5
CCc1ccccc1NC(=S)N(CCc1ccncc1)C(C)C,4.1,-0.7,-14.9,16.9,13.0,9.6,2.1,7.7,-11.0
CCCCOCCCNC(=O)/C=C/c1ccccc1Cl,0.5,-1.7,1.6,-1.5,10.8,4.1,-2.4,2.4,-10.4
COc1cccc(NC(=O)NNC(=O)CCc2ccc(O)c(O)c2)c1,-10.2,-0.6,3.1,-7.5,-213.1,6.1,-14.9,0.5,-1.4
Cc1ccc(S(=O)(=O)N2CCN(CC(=O)NC(C)c3ccccc3)CC2)cc1 (stereo not given),2.6,6.1,5.2,-5.0,18.1,-6.1,0.3,1.9,-16.4
Cc1ccc(NC(=O)CCOc2ccccc2C)cc1F,-4.4,-3.3,11.9,-5.4,11.8,7.2,0.5,6.8,-12.5
COC(=O)c1c(NC(=O)c2cccs2)sc2c1CCC(C)C2 (stereo not given),-6.8,-2.2,-11.3,-2.0,-395.7,-4.5,-0.3,-2.9,-3.7
CCn1c(=O)c(C(=O)Nc2ncccc2O)c(O)c2ccccc21,3.2,-1.5,-4.3,-7.3,-1.2,-5.8,-1.1,0.8,-5.1
COc1ccc(Cl)cc1NC(=O)C(C)Sc1n[nH]c(N)n1 (stereo not given),-2.2,1.8,1.4,9.4,28.9,11.8,3.4,5.4,3.7
CCOc1ccccc1OCCCCCc1c(C)n[nH]c1C,-8.4,-3.5,12.8,-6.9,7.2,-5.2,1.9,10.9,-4.8
O=C(CS(=O)(=O)c1ccccc1)Nc1nc(-c2ccccc2)cs1,-15.0,-0.9,34.0,5.9,-22.6,-16.2,0.3,-4.5,-18.4

# Following part
SMILES,SENP8 block-1,beta cell repl,PfGluPho inh,HKDC1 inhibitor,SENP8 block-2,SENP7 inh,SENP1 FRET inh,UBC13 inh,SENP6 inh
COC(=O)C1=C(C)N(Cc2ccc(OC)cc2)C(=O)C1,-10.7,-0.1,-6.7,-11.8,5.4,-5.0,1.5,-2.3,-1.6
CCN1CCN(CCCNC(=O)c2ccccc2NC(=O)C2=C(C)OCCS2)CC1,0.6,-1.9,-5.1,-1.9,16.6,0.6,0.7,2.0,1.9
COc1ccc(-n2nc(C(=O)NCC(=O)N3CCN(Cc4ccccc4)CC3)c3ccccc3c2=O)cc1OC,-5.0,0.0,-7.1,3.6,-42.2,-5.8,0.6,-4.5,-14.6
CN(C)S(=O)(=O)c1cccc(NC(=O)COC(=O)CCSc2ccc(Cl)cc2)c1,-12.0,0.0,1.4,-4.4,9.0,4.9,1.3,11.0,-1.0
O=C(CN1CCN(S(=O)(=O)c2ccc(Br)cc2)CC1)N/N=C/c1cccs1,-5.5,-0.5,5.7,-6.1,13.9,-3.8,2.1,1.6,-11.8
Cc1nc(C(C)NC(=O)c2cc(COc3ccc(F)c(F)c3)on2)cs1 (stereo not given),-16.2,-2.7,6.0,-1.5,5.1,1.3,2.3,10.2,5.3
CCOc1ccccc1OCC(=O)Nc1ccc(OC)c(S(=O)(=O)N2CCCCC2)c1,-9.0,3.9,18.0,0.7,10.6,-0.4,0.5,3.2,-9.6
COc1ccc(CNC(=O)[C@H](C)NC(=O)C2CCN(C(=O)[C@@H](N)Cc3ccccc3)CC2)cc1,-0.2,2.2,-17.7,-2.6,39.2,4.5,0.3,7.1,-7.7
Cc1nn(Cc2nnc(SCC(=O)Nc3ccc(Cl)cc3)n2C)c(C)c1[N+](=O)[O-],0.3,-0.2,0.2,-3.2,24.8,1.3,3.3,3.4,9.4
COc1ccc(/C=C(\NC(=O)c2ccc([N+](=O)[O-])cc2)C(=O)N2CCOCC2)cc1,-12.0,-4.9,-13.3,5.0,11.7,-6.1,0.6,-4.3,-15.6
Cc1cccc(C(=O)OCC(=O)N(C)C(c2ccccc2)c2ccccc2)c1[N+](=O)[O-],-18.5,-4.3,14.5,-0.4,10.3,-7.1,2.1,-3.0,-18.5
O=C(Nc1nnc(C2CC2)s1)C1Cc2ccccc2CN1C(=O)c1ccco1 (stereo not given),-10.3,1.6,22.1,-10.1,-10.6,-6.8,-17.3,-15.2,-7.6
CCOC(=O)N1CCC(NC(=O)c2ccc(NC(=O)C3CCCO3)cc2)CC1 (stereo not given),-4.4,-1.5,-3.8,-0.4,20.5,0.3,-0.9,-3.9,-8.9
CCc1c(C(=O)Nc2ccncc2)csc1C,-14.7,-2.1,-1.0,3.8,0.7,-13.0,-0.7,-6.2,-11.7
COc1ccc(S(=O)(=O)Nc2nncs2)cc1,1.1,0.2,-10.3,-2.2,3.9,3.0,0.3,6.8,-3.6
CCCCc1nnc(NC(=O)CSCc2cc(=O)n3c(C)csc3n2)s1,0.4,-1.1,-3.4,-1.5,-146.4,-5.6,-0.9,1.2,0.6
O=C(NCc1ccccc1)C1C2C=CC3(CN(Cc4cccnc4)C(=O)C13)O2 (stereo not given),-1.9,1.8,-0.2,-16.5,2.9,5.5,0.1,10.2,1.2
Cc1ccc(C)c(NC(=O)CCC(=O)N/N=C/c2ccc3c(c2)OCO3)c1,10.2,-0.7,-2.9,-11.0,2.8,-2.5,1.6,-3.9,7.1
CCn1ncc(NC(=S)NCCc2ccccc2)c1C(N)=O,-5.9,0.5,10.0,1.1,8.1,-2.3,-2.1,-4.0,-23.8
O=C(N/C(=C/c1ccccc1)C(=O)N1CCCCC1)c1ccco1,1.5,1.3,-2.9,1.5,6.1,-3.2,2.6,-1.9,2.0
Cc1ccnc(NC(=O)CN2C(=O)NC(C)(c3ccc4ccccc4c3)C2=O)c1 (stereo not given),9.4,-4.8,13.8,0.2,-13.4,-0.6,-1.7,-5.8,-12.8
O=C(CCCn1c(=O)c2sccc2n(CC(=O)OCc2ccccc2)c1=O)NCc1ccco1,-6.3,1.7,2.6,-5.0,15.4,-14.3,0.4,-7.3,-4.2
O=C(O)c1ccc(CSc2nnc(-c3ccncc3)n2-c2ccc(Br)cc2)cc1,8.7,-2.0,-10.5,-14.6,8.9,1.1,2.5,1.4,-3.2
CC(C)c1ccc(N(CC(=O)N2CCOCC2)S(C)(=O)=O)cc1,-1.3,1.2,-6.2,0.0,14.4,-0.1,0.1,3.0,14.6
Cc1cc(C(=O)CSc2nnc(-c3ccc(F)cc3)o2)c(C)n1CC1CCCO1 (stereo not given),-8.0,-1.5,44.1,4.7,7.0,-12.1,0.8,-5.4,-8.2
Cc1cccc(NC(=O)CN2C(=O)CCS(=O)(=O)c3ccccc32)c1C,-1.0,-2.3,-13.2,4.8,17.2,6.2,-0.6,-5.8,-11.0
Oc1ccc2ccccc2c1CNc1ccc(Br)cn1,-15.5,-1.2,20.8,6.7,18.3,9.0,-0.4,16.6,-21.5
CCOC(=O)CC1=C(C(=O)OCC)C(c2ccc(C)o2)C(C#N)=C(N)O1 (stereo not given),-11.5,1.4,1.9,1.3,-45.2,18.4,-13.3,-6.5,3.7
CC1CN(C(=O)c2ccccc2NS(=O)(=O)c2cccc([N+](=O)[O-])c2)CC(C)O1 (stereo not given),5.9,-0.4,-15.6,-9.7,4.5,3.5,2.4,5.3,2.9

# Gathered by group, the entries above containing a thiophene ring, fused or not
SMILES,SENP8 block-1,beta cell repl,PfGluPho inh,HKDC1 inhibitor,SENP8 block-2,SENP7 inh,SENP1 FRET inh,UBC13 inh,SENP6 inh
COC(=O)c1sc2ccccc2c1NC(=O)c1coc2ccccc2c1=O,-4.8,-1.9,2.2,-6.7,-30.1,8.5,0.7,1.4,1.6
COC(=O)c1c(NC(=O)c2cccs2)sc2c1CCC(C)C2 (stereo not given),-6.8,-2.2,-11.3,-2.0,-395.7,-4.5,-0.3,-2.9,-3.7
O=C(CN1CCN(S(=O)(=O)c2ccc(Br)cc2)CC1)N/N=C/c1cccs1,-5.5,-0.5,5.7,-6.1,13.9,-3.8,2.1,1.6,-11.8
CCc1c(C(=O)Nc2ccncc2)csc1C,-14.7,-2.1,-1.0,3.8,0.7,-13.0,-0.7,-6.2,-11.7
O=C(CCCn1c(=O)c2sccc2n(CC(=O)OCc2ccccc2)c1=O)NCc1ccco1,-6.3,1.7,2.6,-5.0,15.4,-14.3,0.4,-7.3,-4.2
